# From PubChem
# COUP-TFII inh: NR2F2 transcriptional activity inhibitors, primary screen, cell-based, luciferase reporter, HEK293T, luminescence | COUP transcription factor 2 (Homo sapiens), P24468 | HEK293T NGFI-A luciferase reporter | inhibition, % at 8.6 µM | 370,000 compounds, 0.7% hits | AID 686940, 2013;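 active means inhibition above a per-plate cutoff, mean inhibition of test wells between control levels plus 3 SD, cut at about 38% in these data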;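 further: cells cotransfected with COUP-TFII expression vector driving the NGFI-A reporter; 0% = median of COUP-TF2 test wells and 100% = reporter-only cells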
# Target sequence (P24468 whole entry, looked up): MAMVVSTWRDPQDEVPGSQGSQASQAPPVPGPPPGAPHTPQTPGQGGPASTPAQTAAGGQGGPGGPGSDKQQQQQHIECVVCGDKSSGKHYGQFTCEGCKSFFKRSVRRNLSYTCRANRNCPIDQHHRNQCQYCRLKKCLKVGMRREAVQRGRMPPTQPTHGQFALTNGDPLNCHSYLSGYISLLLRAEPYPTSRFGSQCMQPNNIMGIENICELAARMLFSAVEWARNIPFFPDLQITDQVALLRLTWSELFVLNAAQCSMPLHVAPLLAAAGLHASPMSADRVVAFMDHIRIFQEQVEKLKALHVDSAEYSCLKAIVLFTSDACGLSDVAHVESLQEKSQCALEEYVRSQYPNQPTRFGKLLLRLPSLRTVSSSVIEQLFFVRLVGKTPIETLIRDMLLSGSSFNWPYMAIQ
# NCOA2 inhibitor: inhibition of GAL4-SRC2 driven luciferase reporter, primary screen, SRC2 inhibitor project, cell-based, luminescence; 370,000 compounds, 0.17% hits; AID 651957, 2012; HEK293 GAL4-SRC2 luciferase reporter; inhibition, % at 9 µM; Nuclear receptor coactivator 2 (Homo sapiens), Q15596;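 active means inhibition above the mean inhibition of all tested compounds plus 3 SD, set per campaign, cut at about 52% in these data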;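 further: 0% = DMSO treated cells and 100% = cells given Gossypol at 36 µM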
# Active calls of the source: *. Not all compounds are listed; the hit share may differ from the screen's.
SMILES,COUP-TFII inh,NCOA2 inhibitor
C[C@H](O)[C@@H]1CN2CCc3c([nH]c4c(-c5ccc6c(c5)OCO6)cccc34)[C@@H]2C[C@@H]1N(C)C(=O)NC1CCCCC1,1,1
CC(C)c1cc(C(C)C)c(S(=O)(=O)N2CCC(c3cn4ccccc4n3)CC2)c(C(C)C)c1,18,-12
O=C1CCCCC1C(=O)c1ccccc1 (stereo unspecified),-5,4
O=S1(=O)CC2c3ccccc3CN2CN1C1CCCC1 (stereo unspecified),9,2
Cc1cc(C)cc(OCCCN2CCC(C(O)(c3ccccc3)c3ccccc3)CC2)c1,-9,-23
COC(=O)[C@]12C[C@H](CC(=O)NCCCN3CCCC3=O)C(=O)N(Cc3ccc4c(c3)OCO4)C1=C[C@H](C(C)C)O[C@@H]2C1CC1,0,-23
O=C(COc1ccc(Br)cc1)Nc1nnc(-c2cccnc2)s1,4,-9
O=C1c2ccccc2NC(c2cc(Cl)cc(Cl)c2O)N1CCc1ccccn1 (stereo unspecified),-5,-20
CC1CCN(c2ccc(S(=O)(=O)Nc3cc(C(=O)O)cc(C(=O)O)c3)cc2[N+](=O)[O-])CC1,3,-10
Cc1ccc(C)c(OCC(=O)N/N=C/c2c(C)nn(-c3ccccc3)c2Cl)c1,10,10
COCc1cc(N2CCNC[C@@H]2C)ccc1N1C[C@@H](C)O[C@@H](C)C1,-12,-4
Cc1[nH]c2ccccc2c1CC(=O)Nc1ccc(Nc2cccnc2)c(-c2ccc(-c3ccccc3)cc2F)c1,-11,12
O=C(N1CCOCC1)N1CC[C@H]2[C@H](CCCN2Cc2cc(F)cc(F)c2)C1,0,-10
O=C(NCCc1ccccc1F)c1ccc2c(c1)ncn2C1CCCCC1,-63,-44
COCCN(Cc1ccc(C)cc1)C(=O)[C@H]1O[C@@H](n2cnc(C(N)=O)n2)[C@H](O)[C@@H]1O,15,-19
COc1ccccc1Oc1c(C)oc2c(CN3CCN(C)CC3)c(O)ccc2c1=O,-4,2
COc1ccc(/C=C/c2c(-c3cccc(C)c3)oc3ccc(-c4ccc5c(c4)OCO5)cc23)cc1,4,16
Cc1ccc(CN2CCCCC(NC(=O)Nc3ccccc3F)C2=O)cc1 (stereo unspecified),-15,2
CC1(C)OC(=O)C2=C(CC(CCc3ccccc3)OC2c2ccc(Cl)c(Cl)c2)O1 (stereo unspecified),10,20
Cc1ccc2nc(-c3cccc(Br)c3)c(Cc3ccsc3)n2c1,-56,-26

# Four structures from above, ordered by heavy-atom count, falling.
SMILES,COUP-TFII inh,NCOA2 inhibitor
COC(=O)[C@]12C[C@H](CC(=O)NCCCN3CCCC3=O)C(=O)N(Cc3ccc4c(c3)OCO4)C1=C[C@H](C(C)C)O[C@@H]2C1CC1,0,-23
COc1ccccc1Oc1c(C)oc2c(CN3CCN(C)CC3)c(O)ccc2c1=O,-4,2
O=C(N1CCOCC1)N1CC[C@H]2[C@H](CCCN2Cc2cc(F)cc(F)c2)C1,0,-10
O=S1(=O)CC2c3ccccc3CN2CN1C1CCCC1 (stereo unspecified),9,2

# The list goes on:
SMILES,COUP-TFII inh,NCOA2 inhibitor
COC(=O)[C@]12C[C@H](CC(=O)N3CCN(C(=O)C4CC4)CC3)C(=O)N(Cc3cccc4ccccc34)C1=C[C@H](C1CCCC1)O[C@@H]2C,19,5
O=C(c1ccc2c(c1)OCO2)N1CCC(Oc2cccnc2)CC1,6,12
COC(=O)[C@]12C[C@H](CC(=O)N3CCN(C(=O)c4ccco4)CC3)C(=O)N(Cc3ccccc3)C1=C[C@H](C1CCCC1)O[C@@H]2C,14,26
CCOc1ccc(N(CC(=O)Nc2c(C)n(C)n(-c3ccccc3)c2=O)S(=O)(=O)c2ccc3c(c2)N(C(=O)C2CCC2)CC3)cc1,-2,-34
O=C(NCCc1ccccc1Cl)[C@@H]1CCCN1C(=O)[C@@H](NC(=O)N1CCOCC1)c1ccccc1,14,19
COC(=O)c1ccc(OC(=O)c2ccccc2F)cc1,3,-13
Cc1ccc(Cn2cc(CN3[C@H](c4ccccc4)COc4cc(Br)ccc4S3(=O)=O)nn2)cc1,5,1
O=C(c1ccc(-c2nc3ccccc3s2)s1)N1CCOCC1,32,15
C[C@H](O)[C@@H]1C(=O)N2CCc3c([nH]c4cccc(-c5ccccc5)c34)[C@@H]2C[C@@H]1N(C)C(=O)Nc1ccccc1,-15,-8
CCCCCCCCN1C(=O)[C@@H](CC(=O)N2CCOCC2)C[C@@]2(C(=O)OC)C1=C[C@H](C1CCCC1)O[C@@H]2C,10,23
COc1ccc(CCNC(=O)c2cc3ccccn3n2)cc1,-21,19
COc1ccc(-n2c(COc3ccccc3)nnc2SCC(=O)Nc2ccc3c(c2)OCO3)cc1,20,14
C=CCN=C1NC(c2cccc(F)c2)C(C(=O)OC)=C(C)N1C (stereo unspecified),2,7
O=C(N/N=C/c1c(O)ccc2ccccc12)Nc1ccccc1,5,-10
COC(=O)c1cc2c(c3c4cc(C)ccc4n(S(=O)(=O)c4ccc(OC)cc4)c13)C(=O)N(C)C2,6,-8
Cc1ccc2c(c1)-n1c(nc3cc(F)ccc3c1=O)C(Cc1ccccc1)NC2=O (stereo unspecified),-4,18
CCOC(=O)c1ccc(NC(=O)c2nc[nH]c2C(=O)N2CCN(C(=O)OC(C)(C)C)CC2)cc1,-14,-15
COC(=O)[C@]12C[C@H](CC(=O)N3CCN(C(=O)c4ccco4)CC3)C(=O)N(CCc3ccc(OC)c(OC)c3)C1=C[C@H](C1CCCC1)O[C@@H]2C,-3,25
FC(F)(F)c1ccccc1Cn1ccc2ccc(-c3ccc4ccn(Cc5ccccc5)c4c3)cc21,-13,-19
COC(=O)[C@H](N[C@H](/C=C/c1ccccc1)[C@@H](O)Cc1ccccc1)c1ccccc1,-7,9

# 4 entries from above, as tab-separated lines.
Molecule	COUP-TFII inh	NCOA2 inhibitor
Cc1ccc(Cn2cc(CN3[C@H](c4ccccc4)COc4cc(Br)ccc4S3(=O)=O)nn2)cc1	5	1
Cc1ccc2c(c1)-n1c(nc3cc(F)ccc3c1=O)C(Cc1ccccc1)NC2=O (stereo unspecified)	-4	18
FC(F)(F)c1ccccc1Cn1ccc2ccc(-c3ccc4ccn(Cc5ccccc5)c4c3)cc21	-13	-19
COc1ccc(-n2c(COc3ccccc3)nnc2SCC(=O)Nc2ccc3c(c2)OCO3)cc1	20	14

# Next compounds:
SMILES,COUP-TFII inh,NCOA2 inhibitor
CCCCCCCCN1C(=O)[C@@H](CC(=O)NCCCCc2ccccc2)C[C@@]2(C(=O)OC)C1=C[C@H](C1CCCC1)O[C@@H]2C,1,-10
CC(=O)O[C@H]1C=C[C@@H](C#Cc2ccc(C(C)(C)C)cc2)O[C@@H]1COC(=O)Nc1ccccc1,1,4
C/C(=N\O)c1oc2ccc3c(C)cc(=O)oc3c2c1C,13,4
O=C(CSc1nc2ccccc2n1Cc1ccccc1)NN=Cc1c[nH]c2ccccc12,15,22
CCn1cc(C(=O)N2CCN(c3ccc(F)cc3)CC2)c(=O)c2ccc(C)nc21,10,-18
Nc1ccn([C@@H]2O[C@H](C(=O)N[C@H](Cc3ccccc3)C(=O)N[C@H]3CCCCNC3=O)[C@@H](O)[C@H]2O)c(=O)n1,7,5
CCN(CC)C(=O)CC[C@H]1CC[C@]2(CCCN(C3CCCCC3)C2)O1,9,12
COc1cc2c(cc1OC)C(C(=O)NCC1COc3ccccc3O1)C(c1cccnc1)N(C)C2=O (stereo unspecified),4,17
COC(=O)[C@]12C[C@H](CC(=O)NCC3CCCCC3)C(=O)N(Cc3ccc4c(c3)OCO4)C1=C[C@H](COCc1ccccc1)O[C@@H]2C,-4,-4
Cc1nc2sc(C(=O)NCc3ccncc3)c(N)c2c(C)c1Cl,-2,10
COc1cccc(N(C)C(=O)[C@@H](C)[C@@H](O)c2ccc(C(C)=O)cc2)c1,-4,-25
CCn1c(SCC(=O)Nc2cccc3ccccc23)nnc1-c1cccs1,-3,9
COC(=O)[C@]12CCCCC=C1N(Cc1ccc(OC)cc1)C(=O)[C@@H]2CC(=O)NCCc1ccccc1OC,11,1
C#CCCCN([C@H](C(=O)OC)C(C)C)S(=O)(=O)c1ccc(F)cc1Br,16,9
COc1cccc(-c2nnc(SCC(=O)Nc3ccc(Oc4ccccc4)cc3)n2Cc2ccco2)c1,1,-26
Cc1ccsc1/C=N/NC(=O)C1C(=O)NCC1c1ccccc1 (stereo unspecified),-16,-25
O=C(CN1CCC(NC(=O)Nc2ccc3c(c2)OCO3)CC1)Nc1ccc2c(c1)OCCO2,-11,-29
O=S1(=O)c2ccc(N3CCSCC3)cc2Oc2ccccc2CN1Cc1cn(Cc2ccc(Cl)cc2)nn1,16,-24
C=CCN1[C@@H](Cc2ccccc2)COc2cccc(F)c2S1(=O)=O,6,2
CCCCCCCCN1C(=O)[C@@H](CC(=O)N2CCN(C(=O)c3ccco3)CC2)C[C@@]2(C(=O)OC)C1=C[C@H](COCc1ccccc1)O[C@@H]2C,2,17
Cc1ccc(-c2cc(C(=O)NN=Cc3sccc3C)[nH]n2)cc1C,5,-9
Cc1ccc2nc(CN(C)C(=O)[C@H](CCc3ccccc3)NC(=O)[C@H]3O[C@@H](n4cnc5c(N)ncnc54)[C@H](O)[C@@H]3O)[nH]c2c1,20,1
COC(=O)[C@]12C[C@H](CC(=O)NCCC(C)C)C(=O)N(Cc3cccc4ccccc34)C1=C[C@H](C(C)C)O[C@@H]2C1CC1,-4,12
COc1cc(/C=C/C(=O)Nc2ccccc2C(F)(F)F)cc(OC)c1OC,-12,14
O=C(c1ccc(F)cc1F)N(Cc1ccccn1)CC1CCCO1 (stereo unspecified),5,0
CNc1ccccc1/C(O)=C(\C#N)C(=O)NCc1cccs1,16,-15
CCOC(=O)[C@@]12CN(C(=O)OC(C)(C)C)CC=C1N(Cc1ccc(OC)cc1)C(=O)[C@H]2CC(=O)NCc1ccc(OC)c(OC)c1,0,-4
O=C(C=Cc1ccc(O)c(O)c1)NCC(=O)NC(Cc1ccccc1)C(=O)O (stereo unspecified),5,-16
O=C(CN1CCN(c2nc(-c3ccccc3)cs2)CC1)Nc1ccc(Cl)cc1,7,7
C/C(C=NNC(=O)CSc1nc2ccccc2n1C)=C\c1ccccc1,-27,-7
CCc1ncc(C)[nH]1,-8,-6
Cc1cc(=O)[nH]c(SCC(=O)Nc2ccc(Cl)cc2)n1,13,-12
O=S1(=O)c2ccc(N3CCN(Cc4ccccc4F)CC3)cc2Oc2ccccc2CN1Cc1cn(Cc2ccccc2C(F)(F)F)nn1,-9,0
C(=C/c1ccccc1)/c1ccccc1,-12,0
CC(C)C(=O)OCCCN1CCC2(CCC(c3ccccc3)CC2)C1=O (stereo unspecified),-11,-21
CCC/C(=C1/c2ccccc2C(=O)N1c1ccccc1)c1c(C)noc1C,6,-8
NC1=[N+](Cc2ccccc2)C(Cc2ccccc2)C2C(=C3CCCCC3n3c(=O)n(-c4ccccc4)c(=O)n32)N1 (stereo unspecified),3,12
C=CCNC(=O)Nc1ccc2c(c1)[C@]1(CC(=O)N(CC(C)C)C1c1ccccc1)C(=O)N2C (stereo partly specified),4,-12
Cc1cccc(CCNC(=O)c2cc3ccccn3n2)c1,-37,-14
CN(Cc1ccccc1)C(=O)c1cccc(NC(=O)Cc2cccc(NC(=O)C3CCN(C(=O)CCc4ccccc4)CC3)c2)c1,4,4
CCc1c(-c2ccc(OC)cc2)ncn1CCc1ccccc1OC,15,-8
Cc1cc(C)c(C2=NOC3c4ccccc4OCC23)c(C)c1 (stereo unspecified),-2,5
O=C(N/N=C/c1ccc2c(c1)OCO2)C(=O)Nc1ccc2ccccc2c1,-10,1
COC(=O)Cc1nnn2c1[C@H](C)[C@@H](OC)c1ccccc1-2,2,-8
CC(CCN1CCC(C(O)(c2ccccc2)c2ccccc2)CC1)Oc1ccc(C#N)cc1F (stereo unspecified),-2,-17
CN1C(=O)c2cc(NC(=O)C3CC3)ccc2OC[C@H]2O[C@@H](CC(=O)NC3CCC3)CC[C@@H]21,14,6
Cc1cccc(-c2cccc3c4c([nH]c23)[C@@H]2C[C@H](N(C)C(=S)Nc3ccc(C#N)cc3)[C@H]([C@H](C)O)CN2CC4)c1,11,-6
C=C(C)C1CC23C(=O)C4(C(=O)c5ccccc5)C[C@@]5(C)CCC(CC2C1(C)C)(C4=O)C35OC (stereo partly specified),-4,-1
COc1ccc(CNCC#Cc2ccc(C)cc2)c(OC)c1,-12,1
O=C(N[C@H](C(=O)N1CCC[C@H]1C(=O)NC1CCCC1)C1CCCCC1)c1nccs1,-2,15
COC(=O)C1=C(C)N(Cc2ccccc2C(F)(F)F)C(=NCc2cccc(C(F)(F)F)c2)NC1c1ccc(C(F)(F)F)cc1 (stereo unspecified),-10,25
O=C1[C@@H](C2CCCCC2)[C@@H]2c3ccccc3C=NN2[C@@H]2c3ccccc3C=NN12,16,-7
Cc1onc(-c2c(F)cccc2Cl)c1-c1ncc(-c2ccc(Cl)cc2)o1,-10,13
O=C(NCC1CCN(C(=O)C(=O)c2cccs2)CC1)c1ccc2c(c1)CCO2,-9,-1
Cc1cc(N2CCN(CCO)CC2)n2nc(C)nc2n1,4,-27
CC(C)OC(=O)CC(NC(=O)OC(C)(C)C)c1ccccc1 (stereo unspecified),-2,-17
COCCCNC(=O)[C@H]1O[C@@H](n2cnc3c(=O)[nH]c(N)nc32)[C@H](O)[C@@H]1O,3,-39
Clc1ccc(-c2nnc(SCc3cccc4ccccc34)n2-c2ccc(Cl)cc2)cc1,8,8
C#CCN1CC(N(C)CCOC(=O)c2occ3ccccc23)CS1(=O)=O (stereo unspecified),4,-8
Cc1cc2c(nc1C)CCCN2Cc1ccccc1C(F)(F)F,-26,-13
